Compound activity from PubChem BioAssay.
Coupling enz – counter-screen for Giardia aldolase inhibitors: coupling enzyme system; coupling enzyme system counterscreen, AmpLite Red fluorescence; activity change, negative = inhibition, % at 58.2 µM, hits read low; 290,000 tested, 0.67% active; in the data active means activity change below about -30%; further: on the % scale 0 is the no-effect control and ±100 the full control effect
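Counterscreen lacking aldolase: glyceraldehyde-3-phosphate coupling-enzyme reagent preincubated 10 min at RT with compound (at 57.5 uM final), then substrate/coupling system with AmpLite Red added; fluorescence read at 525/598 nm after 20 min RT.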
ASM inhibitor – blocks human secretory acid sphingomyelinase. Potency, µM (doses to about 57.5 µM), for inactives: at the highest dose activity change, negative = inhibition, most hits filed as inhibitors. P17405. AID 504937. placental ASM, HMU-PC fluorogenic substrate, 60 min. 340,000 tested, 0.006% active; further: potency means the concentration at half of the fitted maximal effect
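Human placenta-derived ASM preincubated with compound 10 min at room temperature, then reacted with 9 uM (final) fluorogenic HMU-PC substrate for 60 min at 37 C. Stop solution raises pH to 10; fluorescence read at Ex 386/Em 447 nm.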
GALK inh – inhibitors of human galactokinase; P51570; Purified GALK, Kinase-Glo residual ATP luminescence; Potency, µM (series often up to 57.5 µM), for inactives: top-dose activity change, negative = inhibition, hits mostly inhibitors; 270,000 tested, 0.007% active; AID 1868; further: potency means the concentration at half of the fitted maximal effect; on the % scale 0 is the no-effect control and ±100 the full control effect
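Kinase-Glo Plus luminescence measured ATP left after a 1 h room-temperature reaction. The reaction used 5 nM GALK, 100 uM galactose and 35 uM ATP at pH 8.0 (20 mM HEPES, 5 mM MgCl2, 60 mM NaCl, 1 mM DTT, 0.01% BSA).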
BCR signal inh – chronic active BCR signaling inhibition; 340,000 tested, 0.05% active; ABC-DLBCL IkBa-CBG/CBR reporter, luminescence ratio, 4 h; Potency, µM (series often up to 46.1 µM), for the others: at the top dose ratio change, negative = lower green/red ratio, most hits filed as inhibitors; active means well fitted inhibition curve with a large enough effect in the signal ratio, with a control signal flat, not every such curve was filed as active; inconclusive means small, poorly fitted or top-dose-only effect, or effect the other way, or a change in a side signal; the % refers to the signal ratio;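 further: potency means the concentration at half of the fitted maximal effect; plate controls were basal doxycycline-induced cells for no effect and cells given 10 µM MG132 for full effect; MG132 reads +100%, hits lower the ratio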
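Concentration-response series (up to 46 uM) were applied to TMD8 dual-reporter cells for 4 h at 37C with doxycycline. Green/red ratio, after filter-overlap correction, defined %Activity; red signal alone was normalised to basal cells and zero luminescence.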
Giardia killer – kills Giardia lamblia. activity change, % at 7.66 µM, hits read low. AID 540267. 340,000 tested, 0.15% active. Giardia lamblia trophozoite viability; in the data active means activity change below about -80%; inconclusive means between about -30% and that limit;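 further: parasites exposed to compound for two days anaerobically before the ATP read; on the % scale 0 is the no-effect control and ±100 the full control effect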
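Each well holds 100 Giardia trophozoites and compound. After two days (48 hrs) at 37 deg C in anaerobic conditions, ATP is quantified by luminescence.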
PTAP TSG101 blk – blocks PTAP/TSG101 interaction to inhibit HIV-1 budding; Q99816; Potency, µM (top dose mostly 115 µM), without a hit: at the top dose activity change, negative = inhibition, actives largely listed as inhibitors; 340,000 tested, under 10 active; Fluorescence polarization, FITC-PTAP peptide / Tsg101 binding; active means well fitted inhibition curve with a large enough effect in the main read-out, with a control signal flat, not every such curve was filed as active; inconclusive means small, poorly fitted or top-dose-only effect, or effect the other way, or a change in a side signal; inactive means no such curve, though single readings can be large or run the other way; further: potency means the concentration at half of the fitted maximal effect; % of control where 0% means no effect
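FP read-out: FITC-PTAP peptide, 50 nM final, binding Tsg101 binding domain, 10 uM final; 20 min, r.t.; 10 mM HEPES pH 7.5, 0.15 M NaCl, 0.01% Tween 20, 3 mM EDTA, 0.1 mM TCEP.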
B2AR arrestin – agonists driving beta-arrestin recruitment to human beta2-adrenergic receptor; P07550; beta-arrestin recruitment to beta2AR, cell-based reporter; 330,000 tested, 0.02% active; Potency, µM (doses to about 46.1 µM), inactives show at the highest dose activation, usual class: activators;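 further: potency means the concentration at half of the fitted maximal effect; 0% = DMSO controls and full agonism = EC100 isoproterenol or metaproterenol; nearly all actives have a fitted effect of over 65% in size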
Integrin act MD – integrin-mediated muscular dystrophy alleviation activation. alpha7betagal myoblasts, beta-gal FDG fluorescence, 48 h. Potency, µM (series often up to 38.3 µM), inactives show at the top dose activation, actives largely listed as activators. 350,000 tested, 0.064% active. AID 624291;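 further: potency means the concentration at half of the fitted maximal effect; 100% = response of the positive control SU9516; nearly all actives have a fitted effect of over 60% in size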
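alpha7betagal+/- myoblasts (passage 13, 250/well) treated 48 h at 37C with compounds at 1:260 dilution of DMSO stock. Lysed, then beta-galactosidase activity read as FDG fluorescence (ex 480/em 540) after 30 min, with pre-read for autofluorescence.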
Tb PFK inh – T. brucei PFK enzyme inhibition; O15648; T. brucei PFK, ADP-Glo luminescence; Potency, µM (series often up to 57.5 µM), for inactives: top-dose activity, negative = inhibition, hits mostly inhibitors; 330,000 tested, 0.17% active; AID 485367;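 further: potency means the concentration at half of the fitted maximal effect; 0% = uninhibited 1x PFK enzyme wells and -100% = no-enzyme wells; nearly all actives have a fitted effect of over 60% in size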
Target sequence (O15648 whole entry, looked up): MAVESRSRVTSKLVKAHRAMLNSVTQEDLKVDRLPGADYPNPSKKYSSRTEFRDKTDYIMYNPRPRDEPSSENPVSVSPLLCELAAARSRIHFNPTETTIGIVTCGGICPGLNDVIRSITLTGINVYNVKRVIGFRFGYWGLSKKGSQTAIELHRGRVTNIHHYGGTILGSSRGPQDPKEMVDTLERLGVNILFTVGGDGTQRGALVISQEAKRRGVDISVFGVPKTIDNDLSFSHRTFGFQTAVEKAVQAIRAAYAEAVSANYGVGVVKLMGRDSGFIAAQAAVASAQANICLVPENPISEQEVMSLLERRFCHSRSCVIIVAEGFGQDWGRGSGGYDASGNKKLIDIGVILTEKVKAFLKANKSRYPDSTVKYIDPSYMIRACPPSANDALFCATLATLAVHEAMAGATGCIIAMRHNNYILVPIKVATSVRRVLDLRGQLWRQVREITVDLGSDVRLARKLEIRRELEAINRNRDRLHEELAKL
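1.25 nM PFK with 0.5 mM F6P and 0.1 mM ATP in 0.1 M TEA pH 8.0, 5 mM MgCl2, incubated 45 min at room temperature; ADP measured by ADP-Glo luminescence; compounds titrated up to 57 uM.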
Menin MLL FP TR – inhibitors of human menin-MLL interaction, mutant MLL peptide; O00255; Menin + Texas Red MLL mutant peptide, fluorescence polarization; Potency, µM (top dose mostly 61.6 µM), inactives show at the highest dose FP activity change, negative = inhibition, hits mostly inhibitors; 270,000 tested, 0.23% active; AID 1768; active means well fitted inhibition curve with a large enough effect in the polarisation, with a control signal flat, not every such curve was filed as active; inconclusive means small, poorly fitted or top-dose-only effect, or effect the other way, or a change in a side signal; inactive means no such curve, though single readings can be large or run the other way; the % refers to the polarisation; further: potency means the concentration at half of the fitted maximal effect; % of control where 0% means no effect; many of its hits are not listed in these tables
PKM2 activator – PKM2 (human) enzyme activation; P14618; purified PKM2, Kinase-Glo ATP luminescence, activation; response scale: 0% is enzyme alone, no compound; Potency, µM (top dose mostly 57.5 µM), inactives show at the highest dose activation, usual class: activators; 260,000 tested, 0.34% active; further: potency means the concentration at half of the fitted maximal effect; on the % scale 0 is the no-effect control and ±100 the full control effect; nearly all actives have a fitted effect of over 55% in size
Target sequence (P14618 whole entry, looked up): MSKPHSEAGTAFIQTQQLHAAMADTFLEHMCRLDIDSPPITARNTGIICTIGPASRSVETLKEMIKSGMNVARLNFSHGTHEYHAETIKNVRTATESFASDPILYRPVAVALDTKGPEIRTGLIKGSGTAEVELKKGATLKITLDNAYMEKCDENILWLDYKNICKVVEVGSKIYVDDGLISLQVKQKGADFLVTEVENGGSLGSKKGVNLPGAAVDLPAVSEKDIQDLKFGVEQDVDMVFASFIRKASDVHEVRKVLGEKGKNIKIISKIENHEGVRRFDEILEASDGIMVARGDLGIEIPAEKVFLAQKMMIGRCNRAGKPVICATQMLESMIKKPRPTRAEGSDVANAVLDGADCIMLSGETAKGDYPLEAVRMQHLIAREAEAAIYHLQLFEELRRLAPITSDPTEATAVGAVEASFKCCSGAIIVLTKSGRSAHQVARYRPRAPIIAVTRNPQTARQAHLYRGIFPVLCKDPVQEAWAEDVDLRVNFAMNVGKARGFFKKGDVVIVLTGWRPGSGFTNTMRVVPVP
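hPK-M2, >95% pure; 0.1 mM ADP / 0.5 mM PEP final; imidazole pH7.2 buffer w/ 7 mM MgCl2, 50 mM KCl; 1 h RT; Kinase-Glo lum. Intermediate enzyme activity for dual inhibitor/activator qHTS.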
* marks the source's active call; other numbers are inactive results; ? = inconclusive; . = not tested or not shown; [ ] = dose if it differs, or a comment. Unless noted, the call rests on the fitted dose curve; in most records, active means well fitted curve in the direction sought with a large enough effect; inconclusive means small, poorly fitted or top-dose-only effect, or another doubt; inactive means no such curve, though single readings can be large; an effect the other way counts as inactive or inconclusive.

The line under a structure holds: Coupling enz	ASM inhibitor	GALK inh	BCR signal inh	Giardia killer	PTAP TSG101 blk	B2AR arrestin	Integrin act MD	Tb PFK inh	Menin MLL FP TR	PKM2 activator
CC(CCc1ccccc1)NC(=O)COC(=O)c1ccc(NC(=O)CC#N)cc1 (stereo not drawn)
  -1	-3%	-2%	?	-6	-4%	0.6%	15%	0%	36%[activator]	.
CC(C)[C@@H]1NC(=O)c2cc([N+](=O)[O-])cc(I)c2NCCC[C@@H](C(=O)NC(CC(=O)O)C(N)=O)NC(=O)[C@H](CO)NC1=O (stereo partly drawn)
  -4	3%	.	1%	27	-4%	-1.1%	10%	-3%	-18%	-1%
COc1ccc(Cc2nnc(NC(=O)C3CC(=O)N(c4ccccc4)C3)s2)cc1OC (stereo not drawn)
  0	-4%	0%	3%	34[activator]	-2%	-0.2%	-1%	-2%	0%	.
O=C(O)c1ccc(NC(=O)c2ccc(COc3ccc(Cl)cc3)o2)cc1
  1	-1%	.	?	0	-5%	-0.3%	-51%[inhibitor]	-7%	?	.
CC(C)CCN(C(=O)C1CCCC1)c1c(N)n(Cc2ccccc2)c(=O)[nH]c1=O
  .	2%	.	3%	-18	-9%	0.3%	-8%	0%	.	.
CCOC(=O)C1=C(c2ccccc2)Nc2ncnn2C1c1ccc(C(=O)O)cc1 (stereo not drawn)
  2	-2%	0%	-14%	9	-8%	0.5%	?	-2%	.	-8%
CC(Oc1ccc2c(c1)oc(=O)c1ccccc12)C(=O)NC(Cc1c[nH]c2ccc(O)cc12)C(=O)O (stereo not drawn)
  -4	-2%	.	-7%	11	0%	-0.2%	20%	2%	-2%	3%
COc1ccc(C)cc1NC(=O)COC(=O)c1ccccc1SCC(=O)N1CCCC1
  .	2%	.	-1%	-5	0%	-0.8%	2%	-6%	.	.
Cc1nn(CCOc2ccccc2Cl)c(C)c1[N+](=O)[O-]
  -3	1%	-2%	2%	-10	-1%	-0.4%	0%	1%	-9%	4%
Cc1c(C(=O)NCc2ccc(F)cc2)c(-c2ccccc2)nn1-c1ccccc1
  3	0%	0%	7%	-16	-1%	-0.1%	-1%	2%	-2%	2%
COCC1CCN(Cc2cn(Cc3ccccc3)nc2-c2cc3ccccc3o2)CC1
  8	0%	1%	-2%	-15	-3%	0.1%	23%	0%	12%	13%
COc1ccc(CN2C(=O)CC(C(=O)NCCc3ccc(S(N)(=O)=O)cc3)SC2=Nc2ccccc2)cc1 (stereo not drawn)
  2	-2%	1%	-18%	-8	-9%	-1.0%	-22%	0%	14%	0%
COCCn1c(SCCCC(=O)c2ccc(Br)cc2)nnc1-c1ccncc1
  2	2%	3%	5%	11	-2%	-0.2%	-25%	2%	-1%	0%
CCCN(CCC)CCCn1c(=O)[nH]c2ccccc21
  -2	0%	4%	-1%	4	-6%	-0.1%	-8%	1%	-16%	3%
O=C(O)/C(=C\c1cccc(F)c1)c1ccc(S(=O)(=O)N2CCCCC2)s1
  12	7%	0%	?	-15	-4%	0.4%	22%	1%	20%	1%
Cc1ccccc1NC(=S)N/N=C/C(C)c1ccccc1 (stereo not drawn)
  0	2%	-1%	?	10	-9%	0.5%	2%	3%	10%	-9%
Cn1c(CNC(=O)c2ccccc2F)nnc1SCc1ccc(F)cc1
  -1	-9%	-2%	-1%	-13	1%	-0.5%	3%	-3%	-23%	24%
CCCCCCC1(C)NC(=S)N(c2ccccc2)N1 (stereo not drawn)
  -1	0%	1%	7%	3	-4%	0.4%	-21%	-10%	-1%	0%
O=C(CCSc1nnc(-c2ccco2)o1)Nc1ccc(Cl)cc1
  -1	-1%	1%	-1%	-13	-11%	0.1%	-49%[inhibitor]	4%	10%	-4%
CCO[C@H]1OC(C(=O)NCc2nc3ccccc3[nH]2)=C[C@@H](C)[C@@H]1CCCO
  -1	-2%	-1%	-1%	-20	-2%	0.1%	-4%	-1%	16%	2%
Cc1ccc(CN2CC(C(=O)NC3CCCC(C)C3C)CC2=O)cc1 (stereo not drawn)
  .	7%	.	0%	2	-3%	0.5%	-3%	-4%	.	.
COc1cccc(C(=O)Oc2cc3c4c(c2)C(C)=CC(C)(C)N4C(=O)C3=O)c1
  -1	?	-4%	-27%	4	-6%	-0.6%	-40%	-4%	-9%	11%
COc1cc(OC)c(-c2nn3c(C4CCCCC4)nnc3s2)cc1OC
  -3	6%	3%	-11%	7	-1%	0.5%	-5%[7.66 µM]	-2%	-35%	5%
CCOc1ccc2nc(NC(=O)COc3ccc(N(C)S(=O)(=O)c4ccc(C)cc4)cc3)sc2c1
  -2	0%	1%	-1%	-7	2%	-0.4%	2%	0%	.	-14%
O=C(CSc1ccc(-c2ccco2)nn1)NCCc1ccccc1
  -4	-3%	-2%	-16%	-9	-2%	0.0%	-12%	-2%	4%	9%
O=C(NCCc1cccc(C(F)(F)F)c1)C1CCC(=O)N(C2CC2)C1 (stereo not drawn)
  .	5%	-1%	2%	-5	-1%	-0.4%	28%	3%	.	-3%
Cc1noc(C)c1S(=O)(=O)N(C)C[C@H]1Oc2ccc(NC(=O)C3CCCCC3)cc2C(=O)N([C@H](C)CO)C[C@@H]1C
  .	-2%	.	0%	-15	-4%	-0.1%	-23%	4%	.	.
Cc1ccc2nc(NC(=S)NC(=O)c3ccco3)sc2c1
  -1	0%	.	?	?	-3%	-0.2%	23%	3%	?	-8%
O=C(CCC1CCCCC1)NCc1ccc(F)cc1
  6	4%	-5%	?	7	-6%	6.1%	21%	0%	-5%	-3%
CC(C)=N/N=c1\scc(C)n1Cc1ccco1
  -1	3%	-8%	1%	0	-3%	0.1%	16%	3%	-1%	0%
CC1=CCC2C(=O)N(c3ccc(Br)cc3C)C(=O)C2C1 (stereo not drawn)
  8	2%	0%	8%	3	-4%	-1.9%	18%	3%	4%	2%
CCOC(=O)CN1C(=O)C(C)(C)Oc2ccc(C(=O)Nc3ccccc3)cc21
  -4	3%	2%	8%	15	1%	-3.9%	10%	1%	-3%	-12%
Cc1ccc(C)c(S(=O)(=O)N2CCN(C(=O)c3cnccn3)CC2)c1
  3	-2%	0%	-5%	-13	-5%	-0.7%	-15%	-3%	-28%	5%
CC(Oc1ccc2ccc(=O)oc2c1)C(=O)NC1CC(C)(C)NC(C)(C)C1 (stereo not drawn)
  -2	2%	10%	-3%	14	-9%	-0.7%	15%	-11%	1%	.
Cc1cccc(CN(CC(=O)N/N=C/c2cccs2)S(=O)(=O)c2ccc(Cl)cc2)c1
  -10	-7%	.	?	11	-2%	0.2%	-11%	0%	?	-1%
CC1CCC2(CC1)NC(=O)N(CC(=O)Nc1ccc3c(c1)OCCCO3)C2=O (stereo not drawn)
  .	-1%	.	0%	-3	-5%	-0.1%	-37%	0%	.	.
c1ccc(Nc2nc(NCC3CCCO3)c3ccccc3n2)cc1 (stereo not drawn)
  -1	40%[activator]	2%	?	18	-4%	-0.4%	-70%[inhibitor]	3%	-1%	0%
Cc1c(OCC(=O)NCc2ccccn2)ccc2c3c(c(=O)oc12)CCCC3
  .	1%	-5%	1%	18	-1%	0.0%	10%	-4%	.	.
Cc1ccc(S(=O)(=O)N2CCCCC2)cc1NC(=O)c1ccc(Br)o1
  .	0%	.	?	-11	-10%	0.0%	22%	-9%	.	.
Cc1nnc(C)c2c(C)n(-c3cccc4cccnc34)c(C)c12
  -9	.	-4%	1%	.	.	-0.1%	.	-2%	-12%	5%
COc1ccc(CC(=O)Nc2nnc(-c3cccc([N+](=O)[O-])c3)s2)cc1
  0	-1%	.	?	-13	-10%	-0.7%	0%	0%	18%	-3%
O=C(NCCCn1ccnc1)c1ccc(Cl)cc1[N+](=O)[O-]
  -3	3%	-1%	?	-1	1%	0.1%	10%	-2%	-4%	0%
Cc1cccc(C2=NNC(=O)C(c3ccc(Cl)cc3)C2)c1 (stereo not drawn)
  -1	-6%	-3%	?	2	-2%	-0.8%	-43%	-7%	-4%	0%
O=C(Nc1cc(=O)[nH]c(=O)[nH]1)c1cccc(Br)c1
  -4	-2%	-2%	?	-3	1%	0.0%	15%	-5%	16%	2%

Not all compounds are listed; count on the stated rates, not on these rows.
